Screening data: PubChem, several laboratories
KCNQ2 block: KCNQ2 potassium channel inhibitors, primary screen, cell-based, CHO-K1, FluxOR thallium flux, B-score (AID 2156). B-score at 10 µM. 20 min; active compounds read low. hit rate 1.1% among 310,000;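 active = fluorescence ratio B-score at most minus 3 library SDs, with starting brightness B-score within 2 library SDs, cut at about -5.5 in these data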
STK33 inh: inhibitors of purified STK33 kinase, primary screen, biochemical, ADP-Glo luminescence, homogeneous, cell-free. MBP phosphorylation. inhibition, % at 10 µM. hit rate 0.073% among 320,000;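 active = inhibition at or above 25%, using the most active replicate where run in duplicate; inactive = inhibition below 25%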
Target sequence (Q9BYT3 whole entry, looked up): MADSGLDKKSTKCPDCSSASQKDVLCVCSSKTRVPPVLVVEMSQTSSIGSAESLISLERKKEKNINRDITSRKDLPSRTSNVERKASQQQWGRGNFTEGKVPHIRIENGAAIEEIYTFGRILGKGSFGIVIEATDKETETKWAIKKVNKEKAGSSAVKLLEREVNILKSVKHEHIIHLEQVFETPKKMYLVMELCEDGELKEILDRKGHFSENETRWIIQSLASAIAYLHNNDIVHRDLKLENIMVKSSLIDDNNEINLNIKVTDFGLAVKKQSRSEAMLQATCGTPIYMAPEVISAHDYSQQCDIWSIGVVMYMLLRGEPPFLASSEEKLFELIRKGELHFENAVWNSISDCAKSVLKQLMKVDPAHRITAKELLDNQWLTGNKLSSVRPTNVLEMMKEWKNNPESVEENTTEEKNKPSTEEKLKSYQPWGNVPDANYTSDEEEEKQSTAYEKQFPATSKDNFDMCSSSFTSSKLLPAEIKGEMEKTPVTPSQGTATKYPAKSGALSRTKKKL
OX1R antag: antagonists of human orexin 1 receptor (OX1R) | OX1R-expressing cells, FRET antagonist read-out | inhibition, % at 6.6 µM | hit rate 1.8% among 330,000 | AID 485270, 2010; in the data active = inhibition mostly above about 38%, no sharp cut-off; inactive = mostly below about 40%;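 also: 0% = agonist challenge alone and 100% = reference antagonist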
Target sequence (O43613 whole entry, looked up): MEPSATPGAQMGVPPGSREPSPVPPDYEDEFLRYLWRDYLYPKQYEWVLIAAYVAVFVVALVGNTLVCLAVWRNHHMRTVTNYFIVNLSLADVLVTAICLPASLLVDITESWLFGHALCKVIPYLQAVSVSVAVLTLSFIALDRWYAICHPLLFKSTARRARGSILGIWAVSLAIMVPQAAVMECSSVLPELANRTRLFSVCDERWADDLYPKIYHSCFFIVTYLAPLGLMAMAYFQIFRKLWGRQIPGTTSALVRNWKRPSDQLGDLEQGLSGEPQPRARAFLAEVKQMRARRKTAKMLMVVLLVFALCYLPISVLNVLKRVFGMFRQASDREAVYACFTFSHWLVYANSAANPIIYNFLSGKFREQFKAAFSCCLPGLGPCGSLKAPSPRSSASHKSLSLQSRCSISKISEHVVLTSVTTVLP
Numbers without * were called inactive; & = joins results of further samples. Some of the compounds tested; count on the stated rates, not on these rows.

Screening O=C(c1ccc(N2CC3CC(C2)c2cccc(=O)n2C3)c([N+](=O)[O-])c1)N1CCCCC1 (stereo unspecified) returned KCNQ2 block inactive, STK33 inh -0.5 and OX1R antag 38.9.
CP(=O)(O)CN1CCCCC1 was read as KCNQ2 block inactive, STK33 inh 0.9 and OX1R antag 17.2.
Screening O=C1NC(=O)N(Cc2ccccc2)C(=O)/C1=C\c1ccco1 returned KCNQ2 block inactive, STK33 inh 4.6 and OX1R antag 40.8.
CCC(C)n1c(O)c(C=NCc2cccnc2)c(=O)[nH]c1=S (stereo unspecified) was read as KCNQ2 block inactive, STK33 inh 0.9 and OX1R antag 4.5.
O=c1ccc2cc(O[C@@H]3O[C@@H](CO)[C@H](O)[C@@H](O)[C@@H]3O)c(O)cc2o1 was read as KCNQ2 block inactive, STK33 inh 0.6 and OX1R antag 3.1.
For CC12CCC3C(CC=C4CC5(CCC43C)OCCO5)C1CCC2=O (stereo unspecified) the results were KCNQ2 block inactive, STK33 inh -3.1 and OX1R antag 14.1.
Screening CCC1(CCc2ccncc2)C(=O)NC(=O)NC1=O returned KCNQ2 block inactive, STK33 inh -0.2 and OX1R antag 8.9.
Screening C[C@]12CC[C@H](O)CC1=CC(=O)C1C2CC[C@]2(C)C(=O)[C@H](O)CC12 (stereo partly specified) returned STK33 inh 0.3 and OX1R antag 11.8.
For Nc1cc(Cl)cc(Cl)c1 the results were STK33 inh -0.3 and OX1R antag 10.1.
For Cn1c(O)c(C=NCCN2CCNCC2)c(=O)[nH]c1=O the results were KCNQ2 block inactive, STK33 inh -0.9 and OX1R antag 4.9.
For Cc1cnn(C2CCN(C)CC2)c1N the results were KCNQ2 block inactive, STK33 inh -2.1 and OX1R antag 9.7.
For CCOC(=O)c1c(C)n(Cc2ccc3c(c2)OCO3)c2ccc(O)cc12 the results were KCNQ2 block inactive, STK33 inh -1.4 and OX1R antag 19.3.
Screening COC(=O)C1=C(c2ccccc2OCc2ccccc2)C[C@@H]2CC[C@H]1N2C(=O)NC1CCN(Cc2ccccc2)CC1 returned STK33 inh 1.7 and OX1R antag 2.0.
`COC(=O)C1=C(c2ccc(C(C)=O)cc2)C[C@@H]2CC[C@H]1N2C(=O)N1CCCCC1` gave STK33 inh -2.6 and OX1R antag 1.9.
`CCn1c(O)c(C=Nc2ccc(N3CCOCC3)cc2)c(=O)n(CC)c1=S` gave KCNQ2 block inactive, STK33 inh 0.1 and OX1R antag 16.6.
`C/C(=N\N(C)c1ccccc1)c1c(O)[nH]c(=O)[nH]c1=O` gave KCNQ2 block inactive, STK33 inh -0.9 and OX1R antag 4.0.
For c1ccc2sc(C3CCNCC3)nc2c1 the results were KCNQ2 block inactive and STK33 inh -0.6.
`Cc1ccsc1C(=O)C1CCCN(Cc2cnc(N3CCOCC3)s2)C1` (stereo unspecified) gave KCNQ2 block inactive, STK33 inh 0.3 and OX1R antag 19.6.
For O=C(c1ccc(Cl)cc1)C1CCCN(Cc2cccc3cnccc23)C1 (stereo unspecified) the results were KCNQ2 block inactive, STK33 inh -1.1 and OX1R antag 8.2.
COc1ccc(CCNCc2sccc2C)cc1 was read as KCNQ2 block inactive, STK33 inh -2.3 and OX1R antag -0.8.

An excerpt taken from the entries so far, for reference:
Screening CCC1(CCc2ccncc2)C(=O)NC(=O)NC1=O returned KCNQ2 block inactive, STK33 inh -0.2 and OX1R antag 8.9.
Screening C[C@]12CC[C@H](O)CC1=CC(=O)C1C2CC[C@]2(C)C(=O)[C@H](O)CC12 (stereo partly specified) returned STK33 inh 0.3 and OX1R antag 11.8.
For Nc1cc(Cl)cc(Cl)c1 the results were STK33 inh -0.3 and OX1R antag 10.1.
For Cn1c(O)c(C=NCCN2CCNCC2)c(=O)[nH]c1=O the results were KCNQ2 block inactive, STK33 inh -0.9 and OX1R antag 4.9.
For Cc1cnn(C2CCN(C)CC2)c1N the results were KCNQ2 block inactive, STK33 inh -2.1 and OX1R antag 9.7.
For CCOC(=O)c1c(C)n(Cc2ccc3c(c2)OCO3)c2ccc(O)cc12 the results were KCNQ2 block inactive, STK33 inh -1.4 and OX1R antag 19.3.
Screening COC(=O)C1=C(c2ccccc2OCc2ccccc2)C[C@@H]2CC[C@H]1N2C(=O)NC1CCN(Cc2ccccc2)CC1 returned STK33 inh 1.7 and OX1R antag 2.0.
`COC(=O)C1=C(c2ccc(C(C)=O)cc2)C[C@@H]2CC[C@H]1N2C(=O)N1CCCCC1` gave STK33 inh -2.6 and OX1R antag 1.9.
`CCn1c(O)c(C=Nc2ccc(N3CCOCC3)cc2)c(=O)n(CC)c1=S` gave KCNQ2 block inactive, STK33 inh 0.1 and OX1R antag 16.6.
`C/C(=N\N(C)c1ccccc1)c1c(O)[nH]c(=O)[nH]c1=O` gave KCNQ2 block inactive, STK33 inh -0.9 and OX1R antag 4.0.
For c1ccc2sc(C3CCNCC3)nc2c1 the results were KCNQ2 block inactive and STK33 inh -0.6.
`Cc1ccsc1C(=O)C1CCCN(Cc2cnc(N3CCOCC3)s2)C1` (stereo unspecified) gave KCNQ2 block inactive, STK33 inh 0.3 and OX1R antag 19.6.
For O=C(c1ccc(Cl)cc1)C1CCCN(Cc2cccc3cnccc23)C1 (stereo unspecified) the results were KCNQ2 block inactive, STK33 inh -1.1 and OX1R antag 8.2.
COc1ccc(CCNCc2sccc2C)cc1 was read as KCNQ2 block inactive, STK33 inh -2.3 and OX1R antag -0.8.

Remaining list, next part
Screening COc1ccc(C2NCc3ccccc3-n3cccc32)cc1 (stereo unspecified) returned KCNQ2 block inactive, STK33 inh -1.2 and OX1R antag 5.2.
Screening COc1cc(/C=C/C(=O)c2c(O)n(CCc3ccccc3)c(=O)[nH]c2=O)ccc1O returned KCNQ2 block inactive, STK33 inh 4.8 and OX1R antag 21.2.
Cc1ccc2c(c1)N(N=O)CCC2 was read as KCNQ2 block inactive, STK33 inh -0.2 and OX1R antag 14.1.
Nc1cncc(C(=O)O)c1 was read as KCNQ2 block inactive, STK33 inh -0.2&0.1 and OX1R antag 0.7&29.2.
`CCC(=O)OC1(c2cccc(C)c2)CC(C)N(C)CC1C` (stereo unspecified) gave KCNQ2 block inactive, STK33 inh -0.6 and OX1R antag 7.9.
Screening O=C(c1cccn2c(=O)c3cc(Cl)ccc3nc12)N1CCC2(CC1)OCCO2 returned KCNQ2 block inactive, STK33 inh -1.6 and OX1R antag 10.9.
For c1ccc(P(c2ccccn2)c2ccccn2)cc1 the results were KCNQ2 block inactive, STK33 inh -0.9 and OX1R antag 7.3.
For COc1ccc(NC(=O)c2c(C)nn(Cc3ccccc3Cl)c2Cl)cc1Cl the results were KCNQ2 block inactive, STK33 inh -1.8 and OX1R antag 17.0.
`Nc1c(C(=O)OC2CCCCC2)c2nc3ccccc3nc2n1CC1CCCO1` (stereo unspecified) gave KCNQ2 block inactive, STK33 inh 0.1 and OX1R antag 31.2.
O=C(C1CC(c2ccc(Cl)c(Cl)c2)=NO1)N1CCC2(CC1)OCCO2 (stereo unspecified) was read as KCNQ2 block inactive, STK33 inh -1.5 and OX1R antag 1.9.
Screening NC(=O)Cn1cc(C=C2C(=O)NC(=O)NC2=O)c2ccccc21 returned KCNQ2 block inactive and STK33 inh -0.5.
Screening O=C(c1cc2ccccn2n1)N1CCC2(CC1)OCCO2 returned KCNQ2 block inactive, STK33 inh -1.3 and OX1R antag 11.5.
For Cc1[nH]c2ccccc2c1CCNCc1cccnc1 the results were KCNQ2 block inactive, STK33 inh -1.8 and OX1R antag 9.3.
Screening Fc1ccccc1CN1CCN(c2ccc(Cl)cc2)CC1 returned KCNQ2 block inactive, STK33 inh 0.2 and OX1R antag 0.5.
CCc1cc(=O)oc2c(C)c(OCC(=O)N3C[C@H]4C[C@@H](C3)c3cccc(=O)n3C4)ccc12 was read as KCNQ2 block inactive, STK33 inh 1.0 and OX1R antag 8.8.
CCCCn1c(=O)c(C(=O)NCCc2ccccc2)c(O)c2ccccc21 was read as KCNQ2 block inactive, STK33 inh -0.6 and OX1R antag 4.3.
Screening CC1=CC(=C2C(=O)NC(=S)NC2=O)C=C(C(F)(F)F)N1CCc1ccccc1 returned KCNQ2 block inactive, STK33 inh -1.1 and OX1R antag 9.6.
`Cc1cccc(NC2=NCCCS2)c1C` gave KCNQ2 block inactive, STK33 inh -2.8 and OX1R antag 6.3.
`O=C1NC(=O)N(Cc2ccccc2)C(=O)/C1=C/N1CCCc2ccccc21` gave KCNQ2 block inactive, STK33 inh 15.1 and OX1R antag 11.0.
For O=C(Cc1ccccc1)OCCN1CCOCC1 the results were KCNQ2 block inactive, STK33 inh -1.0 and OX1R antag -6.0.

Quoted at random: two compounds from above
Screening CC1=CC(=C2C(=O)NC(=S)NC2=O)C=C(C(F)(F)F)N1CCc1ccccc1 returned KCNQ2 block inactive, STK33 inh -1.1 and OX1R antag 9.6.
For Cc1[nH]c2ccccc2c1CCNCc1cccnc1 the results were KCNQ2 block inactive, STK33 inh -1.8 and OX1R antag 9.3.

Next entries follow.
For CNCCCc1ccccc1 the results were KCNQ2 block inactive, STK33 inh 0.2 and OX1R antag 16.7.
Screening COC(=O)c1c(C)[nH]c(C(=O)C(Cc2ccccc2)N(C)C)c1C (stereo unspecified) returned KCNQ2 block inactive, STK33 inh -1.8 and OX1R antag 14.0.
Screening COc1ccc(N/N=C/c2c(O)n(-c3ccc(C)c(C)c3)c(=O)[nH]c2=O)cc1 returned KCNQ2 block inactive, STK33 inh -0.5 and OX1R antag 25.7.
Screening CCc1nc2ccccc2c(=O)n1-c1ccc2ccccc2c1 returned KCNQ2 block inactive, STK33 inh -1.4 and OX1R antag 19.3.
S=C=Nc1cccc(C2(N3CCCCC3)CCCCC2)c1 was read as STK33 inh -0.6 and OX1R antag 7.7.
C#CC[N+]1(C)C2CCC1CC(O)C2 (stereo unspecified) was read as KCNQ2 block inactive, STK33 inh 0.7 and OX1R antag -12.0.
`CC(C(N)=O)N1CC(c2ccccc2)CC1=O` (stereo unspecified) gave KCNQ2 block inactive, STK33 inh -1.9 and OX1R antag 24.6.
CN1CC(C(=O)c2ccccc2)C(c2ccccc2)C1 (stereo unspecified) was read as KCNQ2 block inactive, STK33 inh 3.8 and OX1R antag 13.0.
Screening O=C1/C(=C/c2ccccc2Cl)N2CCC1CC2 returned KCNQ2 block inactive, STK33 inh -2.0 and OX1R antag 17.4.
For O=c1c2ccccc2nc(CSc2ncnc3nc[nH]c23)n1-c1ccccc1 the results were KCNQ2 block inactive, STK33 inh 0.0 and OX1R antag 9.8.
Screening O=C1CN=C(c2ccccc2)c2ccccc2N1 returned KCNQ2 block inactive, STK33 inh 0.0 and OX1R antag -0.9.
Screening O=c1[nH]c(=O)n(-c2ccccc2)c(O)c1/C=C/C=Nc1ccccc1 returned KCNQ2 block inactive, STK33 inh -0.3 and OX1R antag 16.1.
COc1cc2c(c(OC)c1OC)-c1ccc(C(=O)O)cc1[C@@H](NC(C)=O)CC2 was read as KCNQ2 block inactive, STK33 inh 1.1 and OX1R antag -1.2.
Screening CC(=O)Nc1ccc(OC(=O)N2CCCCC2)cc1 returned KCNQ2 block inactive, STK33 inh -0.4 and OX1R antag 8.3.
Screening CC(C)N1OC2CC1c1nc3ccccc3n1C2 (stereo unspecified) returned KCNQ2 block inactive, STK33 inh 0.5 and OX1R antag 34.6.
`C[C@]12CC[C@@H](O)C[C@@H]1CC[C@@H]1[C@@H]2CC[C@]2(C)C(=O)CC[C@@H]12` gave KCNQ2 block inactive, STK33 inh -1.1 and OX1R antag 7.6.
Screening COC(=O)C1=C(c2ccc(F)cc2F)C[C@@H]2CC[C@H]1N2C(=O)NCc1ccc(F)cc1 returned STK33 inh -0.6 and OX1R antag -1.2.
Screening O=c1[nH]c(=S)n(-c2ccccc2Cl)c(O)c1C=NCCN1CCNCC1 returned KCNQ2 block inactive and STK33 inh -1.3.
CCSc1nnc([C@@H](N)Cc2c[nH]c3ccccc23)o1 was read as KCNQ2 block inactive, STK33 inh -0.4 and OX1R antag 37.0.
`O/N=C1\CCC2CN(C3CCCCC3)CC2C1` (stereo unspecified) gave KCNQ2 block inactive, STK33 inh -0.8 and OX1R antag 6.4.
For CN1C(=O)C(=Cc2cc([N+](=O)[O-])ccc2N2CCCCC2)C(=O)N(C)C1=O the results were KCNQ2 block inactive, STK33 inh 1.5 and OX1R antag 13.5.
For CN1CCc2nc(SCC(=O)OC(C)(C)C)c(C#N)cc2C1 the results were KCNQ2 block inactive, STK33 inh -0.8 and OX1R antag 34.3.
`CCN1CCN(c2ccc(NC(C)=O)cc2Cl)CC1` gave KCNQ2 block inactive, STK33 inh -0.1 and OX1R antag 2.4.
O=C(CN1CCOCC1)c1ccc2cc[nH]c2c1 was read as KCNQ2 block inactive, STK33 inh -1.2 and OX1R antag 3.3.
Screening CC12CC[C@H]3[C@@H](CCC4(O)C[C@H](O)CCC34/C=N/NC(=O)c3ccccc3[N+](=O)[O-])C1(O)CCC2C1=CC(=O)OC1 (stereo partly specified) returned KCNQ2 block inactive, STK33 inh -2.1 and OX1R antag 16.4.
For Cc1cc(NC(=O)CCC(=O)N2CCC3(CC2)OCCO3)no1 the results were KCNQ2 block inactive, STK33 inh -1.1 and OX1R antag 4.0.
CC/C(=N\N1CCN(C)CC1)c1c(O)[nH]c(=O)[nH]c1=O was read as KCNQ2 block inactive, STK33 inh -5.1 and OX1R antag 7.4.
Screening CS(=O)(=O)NNP(=O)(NNS(C)(=O)=O)NC(=O)c1ccc(Br)cc1 returned KCNQ2 block inactive, STK33 inh -1.3 and OX1R antag 10.5.
CCCN(CCC)C1CCc2ccc(O)cc2C1 (stereo unspecified) was read as STK33 inh -0.4 and OX1R antag 3.6.
COc1ccccc1NC1=NCCS1 was read as KCNQ2 block inactive, STK33 inh -1.2 and OX1R antag 12.4.
Screening CN(C)c1ccc(/C=C2/C(=N\O)C3CCN2CC3)cc1 returned KCNQ2 block inactive, STK33 inh -1.2 and OX1R antag 7.1.
Screening O=c1[nH]c(=O)n(-c2ccc(Cl)cc2)c(O)c1C=NCCN1CCCCC1 returned KCNQ2 block inactive, STK33 inh 0.8 and OX1R antag 36.1.
